Pin1 inhibitor: qHTS Assay to Find Inhibitors of Pin1. Peptidyl-prolyl cis-trans isomerase NIMA-interacting 1 (Homo sapiens), Q13526. Pin1 FP peptide displacement, HiFluor488, 10 min. Potency, µM (series often up to 115 µM), for inactives: at the top dose activity, negative = inhibition, hits mostly inhibitors. 390,000 tested, 0.009% active. AID 504891, 2011; active means well fitted inhibition curve with a large enough effect in the polarisation, with a control signal flat, not every such curve was filed as active; the % refers to the polarisation; further: potency means the concentration at half of the fitted maximal effect; on the % scale 0 is the no-effect control and ±100 the full control effect
Target sequence (Q13526 whole entry, looked up): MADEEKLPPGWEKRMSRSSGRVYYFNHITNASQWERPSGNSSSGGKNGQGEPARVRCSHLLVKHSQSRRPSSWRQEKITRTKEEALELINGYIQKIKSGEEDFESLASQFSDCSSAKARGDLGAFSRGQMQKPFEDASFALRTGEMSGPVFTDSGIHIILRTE
USP1 inh: Inhibitors of USP1/UAF1: Primary Screen. AID 743255, 2014. Potency, µM (titrated, usually from 57.1 µM), inactives show top-dose activity change, negative = inhibition, most hits filed as inhibitors. 390,000 tested, 0.23% active. Ubiquitin carboxyl-terminal hydrolase 1 (Homo sapiens), O94782. recombinant USP1/UAF1, Ub-Rhodamine cleavage fluorescence; further: potency means the concentration at half of the fitted maximal effect; on the % scale 0 is the no-effect control and ±100 the full control effect; nearly all actives have a fitted effect of over 60% in size; inactives centre near -12
Target sequence (O94782 whole entry, looked up): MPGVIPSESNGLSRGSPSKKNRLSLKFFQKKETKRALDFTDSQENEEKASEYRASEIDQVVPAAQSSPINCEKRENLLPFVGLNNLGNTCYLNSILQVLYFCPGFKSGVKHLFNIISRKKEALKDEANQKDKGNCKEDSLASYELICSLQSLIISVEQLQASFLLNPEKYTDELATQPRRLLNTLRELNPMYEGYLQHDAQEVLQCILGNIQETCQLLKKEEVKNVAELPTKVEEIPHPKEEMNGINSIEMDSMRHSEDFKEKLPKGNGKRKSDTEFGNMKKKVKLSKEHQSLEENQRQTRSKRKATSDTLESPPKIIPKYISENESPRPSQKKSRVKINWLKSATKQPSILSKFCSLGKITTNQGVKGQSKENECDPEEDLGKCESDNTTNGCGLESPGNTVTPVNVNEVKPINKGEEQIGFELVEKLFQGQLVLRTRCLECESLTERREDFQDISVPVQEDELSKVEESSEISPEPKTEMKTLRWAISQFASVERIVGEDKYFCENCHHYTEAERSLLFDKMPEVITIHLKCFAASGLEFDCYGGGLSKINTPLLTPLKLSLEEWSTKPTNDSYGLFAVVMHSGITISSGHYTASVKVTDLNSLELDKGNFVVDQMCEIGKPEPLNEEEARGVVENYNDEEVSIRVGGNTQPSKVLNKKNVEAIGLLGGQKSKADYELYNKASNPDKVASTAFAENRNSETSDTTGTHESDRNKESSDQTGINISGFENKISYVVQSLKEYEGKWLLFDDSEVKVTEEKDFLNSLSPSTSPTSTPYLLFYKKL
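1 nM enzyme complex + cpd, 15 min RT; start with Ub-Rho 150nM final; kinetic fluorescence ex 480/em 540, 6 reads q60 s. Buffer 50mM HEPES pH 7.8, 0.5mM EDTA, 0.1 mg/ml BSA, 1mM TCEP, 0.01% Tween-20.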
D2 antagonist: HTS Assay for Allosteric Antagonists of the Human D2 Dopamine Receptor: Primary Screen for Antagonists; D(2) dopamine receptor (Homo sapiens), P14416; HEK293 TREx D2 cells, calcium flux, dopamine EC80; inhibition, % at 10 µM; 340,000 tested, 2% active; AID 485344, 2010; in the data active means inhibition above about 30%; further: 0% is about no effect
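Tetracycline-induced HEK293 T-REx cells expressing D2 force-coupled to calcium signalling were dye-loaded, exposed to compound for 180 s, then challenged with an EC80 of dopamine; calcium flux was followed kinetically for a further 180 s.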
TrxR1 substrate: qHTS Assay for Substrates of Mammalian Selenoprotein Thioredoxin Reductase 1 (TrxR1): qHTS. Thioredoxin reductase 1, cytoplasmic (Rattus norvegicus), O89049. purified TrxR1 substrate turnover, NADPH consumption readout. Potency, µM (titrated, usually from 114 µM), for the others: at the top dose activity change, negative = substrate turnover. 390,000 tested, 0.01% active; further: potency means the concentration at half of the fitted maximal effect; on the % scale 0 is the no-effect control and ±100 the full control effect; nearly all actives have a fitted effect of over 50% in size
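Rat TrxR1, dispensed at 90 nM, was prereduced with 400 uM NADPH (final) for 5 min at ~22 deg C, then incubated with compound 15 min before 400 uM selenite. A first-read NADPH fluorescence drop versus no-compound background flagged substrates.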
D2 agonist: HTS Assay for Allosteric Agonists of the Human D2 Dopamine Receptor: Primary Screen for Agonists | HEK293 T-REx D2 cells, calcium flux agonist mode | activation, % at 2 µM | 340,000 tested, 0.53% active | AID 485358, 2010;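 active means activation over 3 SD above normal in the single-dose calcium agonist read, cut at about 30% in these data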; further: 0% is about no effect
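Tetracycline-induced HEK293 T-REx cells with force-coupled D2 receptor, plated overnight at 30 C, loaded with no-wash calcium dye. After a 10 s baseline, compound was pin-added and calcium flux read kinetically for 180 s; calcium rises flagged agonists.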
TRHR enhancer: qHTS for Small Molecule Agonists and Allosteric Enhancers of Human TRH Receptor: Primary Screen for Enhancers; 360,000 tested, 0.66% active; enhancement, % at 2 µM; AID 493056, 2011; TRHR cells, fluo-8 calcium fluorescence, EC20 TRH enhancement; in the data active means enhancement above about 30%; further: 0% is about no effect
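Enhancer read-out: after compound pinning and an initial kinetic agonist-mode read, an EC20 of TRH (10 nM final) was injected and fluo-8 calcium signal (Ex 480/Em 530) followed at 1 s/cycle for 100 cycles in TRHR-expressing cells.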
IDH1 R132H inh: qHTS for Inhibitors of mutant isocitrate dehydrogenase 1 (IDH1): qHTS; Isocitrate dehydrogenase [NADP] cytoplasmic (Homo sapiens), O75874; Potency, µM (doses to about 76.6 µM), for the others: at the highest dose activity change, negative = inhibition, hits mostly inhibitors; IDH1-R132H enzyme, NADPH consumption, diaphorase/resazurin fluorescence; 390,000 tested, 0.093% active; further: potency means the concentration at half of the fitted maximal effect; on the % scale 0 is the no-effect control and ±100 the full control effect; nearly all actives have a fitted effect of over 65% in size
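IDH1-R132H (0.5 ug/mL dispensed) in pH 7.5 Tris buffer was preincubated 30 min with compound, then given a substrate mix of 0.016 mM NADPH and 2 mM alpha-KG for 80 min at room temperature; remaining NADPH was read by diaphorase/resazurin fluorescence.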
TRHR agonist: qHTS for Small Molecule Agonists and Allosteric Enhancers of Human TRH Receptor: Primary Screen for Agonists; activation, % at 2 µM; 360,000 tested, 0.18% active; Thyrotropin-releasing hormone receptor (Homo sapiens), P34981; AID 493084, 2011; TRHR cells, calcium flux fluo-8, FDSS agonist mode; in the data active means activation above about 30%; further: 0% is about no effect
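TRHR-expressing cells loaded with fluo-8 calcium dye; 23 nL library compound pin-transferred, kinetic FDSS fluorescence (Ex 480/Em 530) recorded about 180 s for agonist-induced calcium release, before a 10 nM TRH EC20 addition for potentiator mode.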
TrxR1 inh: qHTS Assay for Inhibitors of Mammalian Selenoprotein Thioredoxin Reductase 1 (TrxR1): qHTS; Potency, µM (top dose mostly 114 µM), for inactives: at the top dose activity change, negative = inhibition, most hits filed as inhibitors; Thioredoxin reductase 1, cytoplasmic (Rattus norvegicus), O89049; 390,000 tested, 1% active; recombinant rTrxR1, NADPH fluorescence consumption, selenite substrate; further: potency means the concentration at half of the fitted maximal effect; on the % scale 0 is the no-effect control and ±100 the full control effect; nearly all actives have a fitted effect of over 65% in size
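Rat TrxR1 (90 nM in the dispensed reagent) was pre-reduced with 400 uM NADPH for 5 min at room temperature, then incubated with compound for 15 min. After 400 uM selenite was added, NADPH fluorescence (Ex 340/Em 450 nm) was followed for 8 min.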
* hit, by the source's call; & = joins results of further samples; [ ] = remark or other dose. Unless noted, the call rests on the fitted dose curve; in most records, active means well fitted inhibition curve with a large enough effect; inconclusive means small, poorly fitted or top-dose-only effect; inactive means no such curve, though single readings can be large or run the other way. Some of the compounds tested. The share of hits here may be higher or lower than overall.

What do the screens show for `CN(C)Cc1nc2ccccc2c(=O)n1Cc1nc(-c2cccc([N+](=O)[O-])c2)cs1`?
Pin1 inhibitor: -2%; USP1 inh: -27%; D2 antagonist: 2; TrxR1 substrate: 4%[57.1 µM]; D2 agonist: 0.8; TRHR enhancer: 19; IDH1 R132H inh: -7%; TRHR agonist: -0.4; TrxR1 inh: 25%[57.1 µM]

What do the screens show for `COc1cccc(CNC(=O)CSc2c3c(nc4ccc(Cl)cc24)CCCC3)c1OC`?
Pin1 inhibitor: 14%; USP1 inh: -23%; TrxR1 substrate: -1%; D2 agonist: 0.4; TRHR enhancer: -9; IDH1 R132H inh: -7%; TRHR agonist: -0.1; TrxR1 inh: 8%

What do the screens show for `CCc1ccccc1S(=O)(=O)Cc1ccc(C(=O)NC(C)C)o1`?
Pin1 inhibitor: -2%; USP1 inh: -5%; TrxR1 substrate: 5%[57.1 µM]; IDH1 R132H inh: 2%; TrxR1 inh: -18%[57.1 µM]

How did COC(=O)c1scc(-c2ccc(C)cc2)c1S(=O)(=O)N1CCN(c2cccc(OC)c2)CC1 do in these assays?
Pin1 inhibitor: -9%; USP1 inh: -29%; TrxR1 substrate: 2%[57.1 µM]; D2 agonist: -0.3; TRHR enhancer: 1; IDH1 R132H inh: 6%; TRHR agonist: 0.4; TrxR1 inh: 30%[57.1 µM]

How did CCC(C)(C)NC(=O)C(c1ccco1)N(C(=O)CNC(=O)c1cccs1)c1cccnc1 (stereo not given) do in these assays?
Pin1 inhibitor: -3%; USP1 inh: -4%; D2 antagonist: 0; TrxR1 substrate: -2%; D2 agonist: 0.3; TRHR enhancer: 2; IDH1 R132H inh: 6%; TRHR agonist: 0.1; TrxR1 inh: -11%

How did CCCCN(C(C)=O)c1ccc(S(=O)(=O)NC2=NCCCCC2)cc1NC(C)=O do in these assays?
Pin1 inhibitor: -3%; USP1 inh: -2%; TrxR1 substrate: -2%; IDH1 R132H inh: -1%; TrxR1 inh: 6%

What do the screens show for `COc1ccc(S(=O)(=O)Cc2ccccc2)cc1N`?
Pin1 inhibitor: -6%; USP1 inh: -2%; D2 antagonist: 8; TrxR1 substrate: 5%; D2 agonist: 0.5; TRHR enhancer: 3; IDH1 R132H inh: 0%; TRHR agonist: 0.1; TrxR1 inh: 4%

What do the screens show for `CC(C)C[C@@H](C(=O)NC1CC1)N1C(=O)N2CCc3c([nH]c4ccccc34)[C@@]2(C)C1=O`?
Pin1 inhibitor: -6%; USP1 inh: -27%; D2 antagonist: -18; TrxR1 substrate: 1%; D2 agonist: 0.4; TRHR enhancer: 0; IDH1 R132H inh: 2%; TRHR agonist: 0.2; TrxR1 inh: 3%

How did Cn1nnnc1Sc1ncnc2scc(-c3ccsc3)c12 do in these assays?
Pin1 inhibitor: 2%&0%; TrxR1 substrate: 4%; TRHR enhancer: 0; TRHR agonist: 0.9; TrxR1 inh: -20%

How did CN(C(=O)COC(=O)COc1ccc(Cl)cc1)C1CCCCC1 do in these assays?
Pin1 inhibitor: 3%; USP1 inh: -20%; D2 antagonist: 4; TrxR1 substrate: -11%; D2 agonist: 0.5; TRHR enhancer: 4; IDH1 R132H inh: 5%; TRHR agonist: -0.2; TrxR1 inh: -7%

How did O=C(NCCCn1ccnc1)C(=O)NCC1OCCN1S(=O)(=O)c1cc(F)ccc1F (stereo not given) do in these assays?
Pin1 inhibitor: -1%; USP1 inh: -7%; D2 antagonist: -9; TrxR1 substrate: 2%; D2 agonist: -0.3; TRHR enhancer: -2; IDH1 R132H inh: 0%; TRHR agonist: 0.1; TrxR1 inh: 9%

How did CN(C)c1ccc(NC(=O)CSc2nc(N)c(C(=O)Nc3ccc(N(C)C)cc3)s2)cc1 do in these assays?
Pin1 inhibitor: -12%; USP1 inh: -22%; D2 antagonist: -19; TrxR1 substrate: 2%; D2 agonist: 0.3; TRHR enhancer: 4; IDH1 R132H inh: 7%; TRHR agonist: -0.3; TrxR1 inh: 17%

What do the screens show for `CCCC(C)C(=O)N(Cc1ccccc1)c1ccccn1` (stereo not given)?
Pin1 inhibitor: -11%; USP1 inh: -9%; D2 antagonist: -8; TrxR1 substrate: -3%; D2 agonist: 1.0; TRHR enhancer: 3; IDH1 R132H inh: 4%; TRHR agonist: -0.4; TrxR1 inh: 17%

Results for O=C(CSc1ncn[nH]1)N1N=C2/C(=C/c3ccco3)CCCC2C1c1ccco1 (stereo not given) ?
Pin1 inhibitor: 8%; USP1 inh: -18%; D2 antagonist: -5; TrxR1 substrate: -2%; D2 agonist: 1.8; TRHR enhancer: 4; IDH1 R132H inh: -10%; TRHR agonist: -0.5; TrxR1 inh: -36%

How did CC(C)c1nc2ccc(C(=O)NCc3ccc(N(C)C)cc3)cc2o1 do in these assays?
Pin1 inhibitor: -1%; USP1 inh: -9%; TrxR1 substrate: 7%[57.1 µM]; TRHR enhancer: -3; IDH1 R132H inh: -16%; TRHR agonist: -0.6; TrxR1 inh: 30%[57.1 µM]

How did CCN(CC)C(=O)C[n+]1ccc(C(N)=O)cc1 do in these assays?
Pin1 inhibitor: 0%; USP1 inh: -11%; D2 antagonist: -9; TrxR1 substrate: -2%; D2 agonist: -0.1; TRHR enhancer: -1; IDH1 R132H inh: 0%; TRHR agonist: 1.4; TrxR1 inh: -34%

How did CCOc1ccc(NC(=O)CN2CCN(CC(=O)Nc3ccc(F)c(F)c3)CC2)cc1 do in these assays?
Pin1 inhibitor: 4%; USP1 inh: 1%; D2 antagonist: 16; TrxR1 substrate: 7%[57.1 µM]; D2 agonist: 0.4; TRHR enhancer: 6; IDH1 R132H inh: -1%; TRHR agonist: 0.0; TrxR1 inh: 0%[57.1 µM]

How did COc1ccc(-c2c([C@H]3[C@H]4C=CC[C@@H](C)[C@@H]4C(=O)N3Cc3ccccc3)ccc3ccccc23)cc1 do in these assays?
Pin1 inhibitor: 8%; USP1 inh: -14%; D2 antagonist: 10; TrxR1 substrate: 25%; D2 agonist: 0.9; TRHR enhancer: 6; IDH1 R132H inh: -6%; TRHR agonist: 0.9; TrxR1 inh: 44%[activator]

How did CN(Cc1ccccc1)c1nc2c(c(=O)[nH]c(=O)n2C)n1CCSc1nc2ccccc2[nH]1 do in these assays?
Pin1 inhibitor: 1%; USP1 inh: 1%; D2 antagonist: 29; TrxR1 substrate: -2%; D2 agonist: 0.5; TRHR enhancer: -2; IDH1 R132H inh: -1%; TRHR agonist: 0.0; TrxR1 inh: -7%

How did Cc1ccc(S(=O)(=O)N2CCC(C(=O)N3CCC3)CC2)cc1 do in these assays?
Pin1 inhibitor: 4%; USP1 inh: -3%; D2 antagonist: 5; TrxR1 substrate: -2%; D2 agonist: -0.8; TRHR enhancer: -3; IDH1 R132H inh: -3%; TRHR agonist: 0.5; TrxR1 inh: 1%

How did CCN(CC)S(=O)(=O)c1ccc(C)c(NC(=S)NC2CCCCC2)c1 do in these assays?
Pin1 inhibitor: -3%; USP1 inh: -8%; D2 antagonist: -13; TrxR1 substrate: 1%; D2 agonist: -1.7; TRHR enhancer: -6; IDH1 R132H inh: 4%; TRHR agonist: 1.6; TrxR1 inh: -17%

Results for CCOC(=O)c1sc(=NC(=O)c2ccc(OC(C)C)cc2)n(C)c1C ?
Pin1 inhibitor: 3%; USP1 inh: -10%; D2 antagonist: -27; TrxR1 substrate: 12%[57.1 µM]; D2 agonist: 1.4; TRHR enhancer: -7; IDH1 R132H inh: 3%; TRHR agonist: 0.2; TrxR1 inh: 23%[57.1 µM]

What do the screens show for `CCOC(=O)N1CCC(NC(=O)c2cnc3n(c2=O)CCS3)CC1`?
Pin1 inhibitor: 0%; USP1 inh: -8%; D2 antagonist: 3; TrxR1 substrate: 5%[57.1 µM]; D2 agonist: -0.2; TRHR enhancer: 4; IDH1 R132H inh: -7%; TRHR agonist: 1.3; TrxR1 inh: 30%[57.1 µM]

What do the screens show for `O=C(Cc1cccs1)NCc1cccc(CNC(=O)Cc2cccs2)c1`?
Pin1 inhibitor: -1%; USP1 inh: -26%; D2 antagonist: -7; TrxR1 substrate: -3%; D2 agonist: 0.1; TRHR enhancer: -3; IDH1 R132H inh: 3%; TRHR agonist: -0.3; TrxR1 inh: 16%

What do the screens show for `CCCCn1c(N)c(N(CCOC)C(=O)CSCc2c(C)noc2C)c(=O)[nH]c1=O`?
Pin1 inhibitor: -11%; USP1 inh: -17%; D2 antagonist: 10; TrxR1 substrate: -4%; D2 agonist: -0.3; TRHR enhancer: 13; IDH1 R132H inh: 6%; TRHR agonist: 0.5; TrxR1 inh: -4%

How did COc1ccccc1N=C1SC(C(=O)Nc2cccc(Cl)c2Cl)C(N)=C1C(N)=O (stereo not given) do in these assays?
Pin1 inhibitor: -1%; USP1 inh: -8%; D2 antagonist: -9; TrxR1 substrate: 2%; D2 agonist: 0.4; TRHR enhancer: 2; IDH1 R132H inh: 8%; TRHR agonist: -0.2; TrxR1 inh: 7%

Bioassay records deposited in PubChem BioAssay by National Center for Advancing Translational Sciences (NCATS).
